# Bioassay records as filed in PubChem BioAssay.
# CHT allo act = human CHT allosteric activation | Q9GZV3 | CHT-expressing cells, membrane potential dye, choline EC20; hits give high values; LV-AA mutant CHT in HEK293 cells | B-score at 10 µM | 310,000 compounds, 0.49% hits | AID 488977;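 active = initial fluorescence not abnormally high and integrated response B-score, plate-corrected, over 3 SD above library mean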
# Target sequence (Q9GZV3 whole entry, looked up): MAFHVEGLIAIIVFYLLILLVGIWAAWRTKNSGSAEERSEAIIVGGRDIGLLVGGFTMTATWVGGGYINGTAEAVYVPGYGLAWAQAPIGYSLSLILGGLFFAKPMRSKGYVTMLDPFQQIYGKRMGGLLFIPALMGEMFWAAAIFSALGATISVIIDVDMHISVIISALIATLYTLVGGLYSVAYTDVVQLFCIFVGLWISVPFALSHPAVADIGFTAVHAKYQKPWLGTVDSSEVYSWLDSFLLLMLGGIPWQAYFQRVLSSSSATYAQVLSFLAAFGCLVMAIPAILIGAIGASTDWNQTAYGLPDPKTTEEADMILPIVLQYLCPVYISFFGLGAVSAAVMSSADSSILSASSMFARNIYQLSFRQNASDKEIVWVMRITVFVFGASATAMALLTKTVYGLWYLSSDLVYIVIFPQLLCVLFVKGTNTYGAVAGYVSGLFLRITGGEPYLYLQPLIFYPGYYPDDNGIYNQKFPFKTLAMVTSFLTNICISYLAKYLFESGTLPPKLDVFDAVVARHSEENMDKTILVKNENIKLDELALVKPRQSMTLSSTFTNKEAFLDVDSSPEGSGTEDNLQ
# CHT inh = human CHT choline transport inhibition. CHT-expressing cells, membrane potential dye, choline response; hits give low values. B-score at 10 µM. 310,000 compounds, 0.86% hits. AID 488975;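 active = B-score over 3 SD under the library average, and starting fluorescence ratio not unusually high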;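 also: choline stimulus applied at its EC90 after an EC20 pre-addition; B-score computed on integrated fluorescence ratio after choline addition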
# An asterisk follows results filed as active; i = inactive.
SMILES,CHT allo act,CHT inh
CC(C)CN=CC1=C(O)c2ccccc2C1=O,i,i
C#CCOCCOCCOCCNc1nc(N2CCN(C(=O)[C@H](CCCCN)n3cc([C@@H](N)C(C)CC)nn3)CC2)nc(N2CCN(C(=O)[C@H](CCCCN)n3cc([C@@H](N)CC(C)C)nn3)CC2)n1 (stereo not given in full),6.5*,i
COc1ccc(/C=C/C(=O)OCC(=O)Nc2c(C)cccc2C)cc1,i,i
CCNC(=O)NC(=O)C(C)OC(=O)CCCSc1nc2ccccc2s1 (stereo not given),i,i
CCC(C)Sc1cccc(-c2nc3cc(C)ccn3c2NCc2ccccc2)c1 (stereo not given),i,i
OCc1nc2ccccc2n1CCCOc1ccc(Br)cc1,i,i
COC(=O)c1cccc(NC(=O)c2ccc3c(c2)C(=O)N(Cc2cccnc2)C3=O)c1C,i,i
COC(=O)c1cc(Sc2c(Cl)cccc2Cl)ccn1,i,i
CCCN(CCC)S(=O)(=O)c1nc2nc(C)cc(C)n2n1,i,i
O=C(O)C1Cc2ccccc2-c2ccccc2C1,i,i
CCOC(=O)c1ccccc1NC(=O)CSc1nnc(COc2ccccc2C)n1C,i,i
COc1ccc(C(C)=O)cc1COC(=O)CCNS(=O)(=O)c1ccc(C)c(C)c1,i,i
COc1cccc(-c2nc(-c3ccc(C(=O)O)cc3)no2)c1,i,i
CCN1CCCC1CN=Cc1c(O)n(-c2ccccc2)c(=O)c2ccccc12 (stereo not given),i,i
CCc1nnc(NC2=NCCC2)s1,i,i
CC1(C)C(=O)OC(c2c(F)c(F)c(F)c(F)c2F)C2(CCCCC2)C1=O (stereo not given),i,i
CCc1ccc(-c2cc(C)no2)cc1S(=O)(=O)N1CCCN(Cc2ccc(F)cc2)C1,i,i
O=C(NCc1cccs1)c1noc2c1CCCCC2,i,i
C[N+]1(CC2COC3(CCCCC3)O2)CCCC1 (stereo not given),i,i
CCOC(=O)C1CCN(Cc2cc(C(C)(C)C)c(O)c(C(C)(C)C)c2)CC1,i,i
CC(=O)Nc1cc2c(cc1NC(=O)Cn1nc(-c3ccc4c(c3)OCCO4)ccc1=O)OCCO2,i,i
O=C1CC(N2CCC(O)(c3ccc(Br)cc3)CC2)C(=O)N1c1ccc(Cl)cc1 (stereo not given),i,i
COc1cc(Br)c(C(=O)c2nccc3cc(OC)c(OC)cc23)cc1OC,i,i
CN(C(=O)CN1C(=O)/C(=C/c2ccc(F)cc2)SC1=S)C1CCS(=O)(=O)C1 (stereo not given),i,i
Cc1ccc2nc(-c3ccccc3)c(CN3CCOCC3)n2c1,i,i
Cc1csc(Sc2nc3c(c(=O)[nH]c(=O)n3C)n2Cc2ccccc2Cl)n1,i,i
O=C(CSc1nnc(COc2ccccc2)n1Cc1ccco1)Nc1ccc2c(c1)OCCO2,i,i
COC(=O)c1cn(Cc2ccc(C(F)(F)F)cc2)cc(F)c1=O,i,i
NC(=O)c1c(NC(=O)c2cccs2)sc2c1CCCCCC2,i,i
CCC(C(=O)OCC(=O)NC(=O)c1ccccc1)c1ccccc1 (stereo not given),i,i
O=C(CNC(=O)c1ccc(Br)cc1)NCc1cccnc1,i,i
Oc1[nH]c2ccccc2c1N=Nc1ncnc2c1oc1ccccc12,i,i
COc1ccc(NC(=O)O/N=C/c2ccc(Br)cc2)cc1,i,i
Cc1cc(C)n2c(SCC(=O)NC3CCCCC3C)nnc2n1 (stereo not given),i,-5.4*
O=C1CN(C(=O)N[C@@H](Cc2ccccc2)C(=O)N[C@@H](C(=O)O)c2ccccc2)c2ccccc2N1,i,i
Cn1cnc2cc(NCc3ccc(Cl)cc3)ccc21,i,i
O=C(COC(=O)c1ccc(Br)o1)NCCCc1ccccc1,i,i
Cc1ccccc1C(=O)c1cccn1CC(=O)NCc1ccc(Cl)cc1,i,i
Cc1ccc(NC2=NC(c3ccccc3)n3c(nc(C)cc3=O)N2)cc1 (stereo not given),i,i
Clc1ccc(N2N=C(c3cccs3)CC2c2ccco2)cc1 (stereo not given),i,i
O=C(NNC(=O)c1ccccc1[N+](=O)[O-])c1csc(N2CCOCC2)n1,i,i
CCCc1cc(C(=O)OC)c2ccccc2n1,i,i
Cc1cc(-c2nn(-c3ccccc3F)cc2CN2CCCC(O)C2)c(C)s1 (stereo not given),i,i
COC(=O)c1[nH]c2cc(OC)c(OC)cc2c1NC(=O)Oc1ccccc1,i,i
C=CCNc1nc(N)c([N+](=O)[O-])c(NCCO)n1,i,i
C=C1CCN([C@H](C(=O)OCc2cccc(C)c2)C(C)C)S(=O)(=O)c2ccccc21,i,i
COc1ccc(OCCC(=O)OCC(=O)NCc2ccco2)cc1,i,i
COCCNc1nc2c(S(=O)(=O)c3cc(C)ccc3C)nnn2c2ccccc12,i,i
CN1CCN(CC(=O)Nc2nc(-c3ccccc3)cs2)CC1,i,i
COc1ccc(-c2[nH]ncc2CNCCCSC)cc1F,i,i

# Another view of part of the listing above:
Compound | CHT allo act | CHT inh
O=C(NNC(=O)c1ccccc1[N+](=O)[O-])c1csc(N2CCOCC2)n1 | i | i
CCCc1cc(C(=O)OC)c2ccccc2n1 | i | i
Cc1cc(-c2nn(-c3ccccc3F)cc2CN2CCCC(O)C2)c(C)s1 (stereo not given) | i | i

# Some of the entries so far, with values under each structure:
# Below each compound: CHT allo act | CHT inh
> COc1ccc(OCCC(=O)OCC(=O)NCc2ccco2)cc1
  i | i
> COCCNc1nc2c(S(=O)(=O)c3cc(C)ccc3C)nnn2c2ccccc12
  i | i
> CN1CCN(CC(=O)Nc2nc(-c3ccccc3)cs2)CC1
  i | i
> COc1ccc(-c2[nH]ncc2CNCCCSC)cc1F
  i | i

# Continued.
SMILES,CHT allo act,CHT inh
Cc1ccc(NS(=O)(=O)c2ccc(CCC(=O)O)cc2)cc1,i,i
CCN(CC)C1=NS(=O)(=O)c2cc([N+](=O)[O-])ccc21,i,i
CN1C(=O)[C@H]2[C@@H](C3CC3)N3C(=O)CN(CCO)C(=O)[C@@]3(Cc3ccccc3)[C@H]2C1=O,i,i
CCc1nn(CC(=O)N2CC(C)CC(C)C2)c(=O)c2cccn12 (stereo not given),i,i
Cc1cc(C)nc(N2CCCC(C(=O)NCc3ccccc3)C2)n1 (stereo not given),i,i
Cc1ccccc1Nc1nc(-c2cccnc2)cs1,i,i
O=C(CSc1ncccc1-c1nc2ccccc2[nH]1)Nc1ccc2c(c1)OCCO2,i,i
COc1ccc(NC(=O)Nc2cccc3ccccc23)cc1S(N)(=O)=O,i,i
CNC(=O)Nc1cc(C)nn1C,i,i
CC(OC(=O)c1ccc2c(=O)n3c(nc2c1)CCCCC3)C(=O)Nc1ncc(Cl)cc1Cl (stereo not given),i,i
Cc1cc(C)cc(NC(=O)CC23CC4CC(C2)CC(n2nnc(C)n2)(C4)C3)c1,i,i
CCOC(=O)c1c(N2CCN(c3ccccc3)CC2)cc(C)nc1C,i,i
O=C(c1ccc2c(c1)OCO2)C1CCCN(C(=O)C2CCOCC2)C1 (stereo not given),i,i
COc1ccccc1C(=O)NCCC(=O)N(C)CC(=O)Nc1ccc(N2CCOCC2)cc1,i,i
Cc1cccc(N2CCN(S(=O)(=O)c3ccc4c(c3)CCC(=O)N4)CC2C)c1 (stereo not given),i,i
Cc1cccc(NC(=O)C(=O)NCc2ccccn2)c1,i,i
CCCCSC1=C(C#N)C(c2ccccc2C)C(C(=O)OCC)C(=O)N1 (stereo not given),i,i
CC(C)(C)c1ccc(OCC(=O)Nc2ccc(-c3nc4cccnc4o3)cc2)cc1,i,i
CC(C)NCC(O)Cn1c2c(c3ccccc31)CCc1c-2cnn1-c1ccccc1 (stereo not given),i,-6.5*
O=C(c1cccs1)N1CCCC(c2nc3c(nnn3Cc3c(Cl)cccc3Cl)c(=O)[nH]2)C1 (stereo not given),i,i
O=c1c2c(-c3ccco3)csc2nc(SCc2cn3cccnc3n2)n1-c1ccccc1,i,i
Cc1cc(-n2c(C)cc(C(=O)CSc3nnc4sc5ccccc5n34)c2C)no1,i,i
O=C(NCC1CCCO1)c1ccc2c(=O)n(Cc3ccco3)c(SCC(=O)N3CCCC3)nc2c1 (stereo not given),i,i
Cc1ccc(OCC(=O)OC(C)CN2CCCCC2)cc1 (stereo not given),i,i
Cc1cccc(-n2c(N)cc(=O)[nH]c2=S)c1,i,i
O=C(CSc1ccccc1C(=O)N1CCCCC1)NCC1CCCCC1,i,i
CCC(C)(C)NC(=O)Nc1cc(Cl)ccc1OC,i,i
Cc1c(C(=O)OC2CCCCC2)sc2nc[nH]c(=O)c12,i,i
COC(=O)c1ccc(N2C(=O)CC(NCc3ccccc3)C2=O)cc1 (stereo not given),i,i
NC(=O)CC(NC(=O)Cc1cccc2ccccc12)c1ccc(N2CCN(c3ccccc3)CC2)c([N+](=O)[O-])c1 (stereo not given),i,i

# 4 compounds drawn at random from those above, as already listed:
SMILES,CHT allo act,CHT inh
CNC(=O)Nc1cc(C)nn1C,i,i
Cc1cc(C)cc(NC(=O)CC23CC4CC(C2)CC(n2nnc(C)n2)(C4)C3)c1,i,i
NC(=O)CC(NC(=O)Cc1cccc2ccccc12)c1ccc(N2CCN(c3ccccc3)CC2)c([N+](=O)[O-])c1 (stereo not given),i,i
Cc1cccc(-n2c(N)cc(=O)[nH]c2=S)c1,i,i

# Single records, from the list above. Screens in order: CHT allo act	CHT inh
# Shown for `CCC(C)(C)NC(=O)Nc1cc(Cl)ccc1OC` → i	i
# Shown for `Cc1ccc(OCC(=O)OC(C)CN2CCCCC2)cc1` (stereo not given) → i	i

# Next results follow.
SMILES,CHT allo act,CHT inh
O=C(O)CN1C(=O)NC2(CCOc3ccccc32)C1=O (stereo not given),i,i
COc1ccccc1N1CCN(C(=O)C(=O)c2c(C)n(C)c3ccccc23)CC1,i,i
CC(=O)OCCN(CCCn1c(-c2ccncc2)nc2ccccc21)c1nc(CN2CCCCC2)cs1,i,i
COc1ccc(Cl)cc1NC(=O)N1CCN(c2ccccc2OC)CC1,i,i
COC(=O)c1cn(C(=O)c2ccc(F)cc2)c2ccccc12,i,i
CCOc1ccc(-c2noc(-c3cccnc3)n2)cc1OCC,i,i
COc1cc(C2C(C#N)=C(N)Oc3c2ccc2ccccc32)ccc1OCC(=O)Nc1cccc(C)c1 (stereo not given),i,i
Cc1nc2ccccc2n1CCOc1ccc(F)cc1,i,i
Cc1cc(C)nc(NC2=NCC(=O)N2c2cccc(Cl)c2)n1,i,i
Cc1cc(-c2nnco2)c(C)n1-c1ccc(F)cc1,i,i
Cc1ccc(S(=O)(=O)Nc2cccc(C(=O)NCCCN3CCOCC3)c2)cc1F,i,i
CC#CC(=O)N1CCC(CO)(CCc2ccccc2)CC1,i,i
CCc1cccc(C)c1NC(=S)NCc1ccc2c(c1)cc(C)n2C,i,i
O=C(COc1cccc(C(F)(F)F)c1)Nc1cccnc1,i,i
O=C(Nc1ccccc1)c1ccc(NCCN2CCOCC2)c(S(=O)(=O)N2CCOCC2)c1,i,i
Cc1cc(C(=O)COC(=O)c2ccc[nH]c2=O)c(C)n1-c1ccccc1F,i,i
Cc1ccccc1NC(=S)N(Cc1ccccc1)Cc1cccnc1,i,i
CCc1sc(C(=O)Nc2ncccc2O)cc1C,i,i
CCCNC(=O)COC(=O)c1cc(C)nc2ccccc12,i,i
COc1cc2ccccc2cc1C(=O)Nc1ccccc1Cl,i,i
COc1ccc(COC(=O)N/N=C(\C)CC(=O)Nc2c(C)cc(C)cc2C)cc1,i,i
COc1ccc(CNC(=O)C2CC(C)=C(C)CC2C(=O)O)cc1 (stereo not given),i,i
Nc1nnc(CCOc2ccccc2Cl)s1,i,i
O=C(N/N=C/C=C/c1ccccc1)c1cc2c(ccc3ccccc32)o1,i,i
C=CCNC(=O)CN(Cc1ccccc1)S(=O)(=O)c1ccccc1,i,i
COC(=O)c1ccc(Cl)c(NC(=O)CN(c2ccc(OC)cc2)S(=O)(=O)c2ccccc2)c1,i,i
CCCCN(C(=O)CC1CCCC1)c1c(N)n(CC(C)C)c(=O)[nH]c1=O,i,i
COc1ccc(CNCc2c(O)c(Cl)cc3c(C)c(C)c(=O)oc23)c(OC)c1,i,i
CCCCNC(=S)N/N=C/c1cc(C)ccc1C,i,i
CCOC(=O)CSc1nnc(NC(=O)c2cccc(S(=O)(=O)N3CCCCC3)c2)s1,i,i
CCOC(=O)CSc1nnc(CNC(=O)c2cccs2)n1CCc1ccccc1,i,i
Cc1ccc(Sc2c([N+](=O)[O-])c(C)nn2C)cc1,i,i
OC(CNCC1COc2ccccc2O1)COCc1cccs1 (stereo not given),i,i
O=C(c1cc(F)c(F)cc1Cl)N1CCN(CCc2ccccc2)CC1,i,i
CC1CCCC(C)N1C(=O)COc1ccc(F)cc1 (stereo not given),i,i
Cc1cc(C(=O)CSc2nc3ccccc3o2)c(C)n1CC1CCCO1 (stereo not given),i,i
Cc1ccc(/C=C(\C#N)C(=O)NC(C)C)o1,i,i
COc1ccccc1NC(NC(=O)c1cccnc1)C(Cl)(Cl)Cl (stereo not given),i,i
CC(=O)Nc1ccc(-c2nnc(SCC(=O)NCc3ccco3)n2C)cc1,i,i
Cc1nonc1CN(C)C(=O)CC1C(=O)NCCN1Cc1ccccc1C(F)(F)F (stereo not given),i,i
Cc1ccc(CSc2ncn(-c3ccccc3)n2)cc1,i,i
O=C1OC(Nc2nccs2)c2ccccc21 (stereo not given),i,i
Cc1cc(C)cc(N2C(=O)C3NN=C(C(=O)OCc4ccccc4)C3C2=O)c1 (stereo not given),i,i
CCCC(C(=O)NC1CCCC1)N(CC1CCCO1)C(=O)CNS(=O)(=O)c1ccc(F)cc1 (stereo not given),i,i
COc1ccc(OCC(=O)O/N=C(\N)Cc2ccc(Cl)cc2)cc1,i,i
Cc1cc(Cl)ccc1Oc1ncnc2onc(C)c12,i,i
